Shn3 inh set2 – reduction of Shn3 3'UTR firefly luciferase signal, primary screen, Schnurri-3 inhibitor project, cell-based, Clone20 osteoblasts, set 2. 360,000 tested, 0.52% active. inhibition, % at 12.5 µM. Clone20 osteoblast Shn3 3'UTR firefly luciferase, 24 h;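 active means mean inhibition of at least 75% with every replicate also reaching 75%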;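 further: 0% = median of neutral control wells and 100% = pilot-screen positive control compound; some compounds past the cut are filed as inactive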
NR2E3 ag-1 – inhibitors of NR2E3-RetCOR corepressor binding, primary screen, NR2E3 agonist project, biochemical, TR-FRET, GST-NR2E3, biotin-RetCOR. Photoreceptor-specific nuclear receptor (Homo sapiens), Q9Y5X4. 1536-well. inhibition of corepressor binding, % at 4.78 µM. 320,000 tested, 0.12% active. AID 2300, 2010;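 active means percent inhibition above the cutoff of mean plus 3 SD of all tested compounds, set per screening campaign, cut at about 20% in these data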;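 further: 0% = DMSO wells and 100% = biotin wells as full block of FRET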
Target sequence (Q9Y5X4 whole entry, looked up): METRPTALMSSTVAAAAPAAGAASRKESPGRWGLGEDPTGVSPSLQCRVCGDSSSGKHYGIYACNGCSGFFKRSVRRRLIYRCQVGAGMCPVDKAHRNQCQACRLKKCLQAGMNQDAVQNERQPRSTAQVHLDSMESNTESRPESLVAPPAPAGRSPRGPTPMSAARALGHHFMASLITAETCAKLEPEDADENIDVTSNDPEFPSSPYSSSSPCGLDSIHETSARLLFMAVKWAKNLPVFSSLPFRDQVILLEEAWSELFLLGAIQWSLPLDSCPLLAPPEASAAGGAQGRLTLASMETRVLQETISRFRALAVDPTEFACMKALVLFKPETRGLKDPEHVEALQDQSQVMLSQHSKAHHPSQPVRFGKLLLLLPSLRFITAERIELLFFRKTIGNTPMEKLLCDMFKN
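System: GST-NR2E3 and biotin-RetCOR proteins; probe or stimulus: 7 nM biotin-RetCOR; doses: compound at 4.8 µM, single dose; schedule: Compound–protein incubation for 5 h at 4 °C; detection: time-resolved FRET; read-out: percent inhibition; controls: biotin wells as high control, 0.6% DMSO wells as low control; format: 1536-well plates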
KKLEB cytotox – cytotoxicity in KKLEB CF airway cells, primary screen, cytotoxicity control for CF NF-kB inhibitor project, cell-based, uHTS, fluorescence assay plates | activity change (cytotoxicity), % at 5 µM | KKLEB CF airway cells viability, ATPlite luminescence, overnight; active compounds read low; cells stimulated with P. aeruginosa culture filtrate | AID 602141, 2011 | 360,000 tested, 0.36% active;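 active means corrected activity change at or below -50% at 5 µM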
HIF-2a block – HIF-2a reporter inhibitors, primary screen, luminescence, 786-0 RCC cells | 786-0 RCC cells HIF-2a reporter, luciferase luminescence, overnight | inhibition, % at 18.8 µM | 360,000 tested, 0.72% active;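 active means inhibition of the luminescence signal of 40% or more relative to plate controls, in a single-dose primary screen at 18.75 µM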
NR2E3 ag-2 – NR2E3 agonists in two-hybrid cells, primary screen, cell-based, luminescence, CHO-S, Gal4-NCOR/VP16-NR2E3. Photoreceptor-specific nuclear receptor (Homo sapiens), Q9Y5X4. luciferase. inhibition of corepressor binding, % at 3.98 µM. 360,000 tested, 0.35% active. AID 602229, 2012;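 active means inhibition above the mean of all tested compounds plus 3 SD, cut at about 70% in these data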;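 further: 0% = DMSO with NR2E3 transfected cells and 100% = cells lacking NR2E3 construct; higher means lower luciferase signal from less NR2E3 corepressor binding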
Peg3 prom inh – Peg3 promoter-driven luciferase inhibitors, primary screen, cell-based, HeLa, luciferase luminescence | HeLa PEG-Prom luciferase reporter, overnight | inhibition, % at 20 µM | 360,000 tested, 1.7% active;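 active means inhibition of at least 50% at 20 µM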
iPSC survival up – enhancers of single-cell hiPSC survival, primary screen, ATPlite luminescence | 100% = ROCK inhibitor wells, 0% = DMSO | survival enhancement, % at 20 µM | 360,000 tested, 0.044% active | AID 602274, 2012; in the data active means survival enhancement above about 18%;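 further: cells exposed to compounds for 16 hours before the ATP read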
MITF TRPM1 inh – inhibitors of MITF-dependent TRPM1 promoter reporter, primary screen, cell-based, SK-MEL-5, single point, luciferase. SK-MEL-5 TRPM1 promoter luciferase, 24 h. inhibition, % at 12.5 µM. 330,000 tested, 0.83% active;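 active means mean inhibition across replicates of 60% or more, whatever share of single replicates reaches that level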; further: values of inactives mirror those of a sister screen read the other way
CF NFkB block – inhibitors of PAF-induced NF-kB signaling, primary screen, cell-based, GFP fluorescence, uHTS; KKLEB NF-kB-GFP reporter, GFP fluorescence overnight; AID 588850, 2011; 360,000 tested, 0.86% active; inhibition, % at 5 µM;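 active means at least 50% inhibition at 5 µM, scaled per plate between neutral and stimulator controls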;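 further: PAF is a Pseudomonas aeruginosa culture filtrate used as stimulus; plate controls were PAF-stimulated DMSO wells for no effect and unstimulated DMSO wells for full effect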
TWEAK-Fn14 inh – inhibitors of TWEAK-Fn14 signaling, primary screen, luciferase reporter cells, uHTS | AID 1159606, 2016 | TWEAK-stimulated Fn14 reporter cells, luciferase luminescence, 8 h | 360,000 tested, 2% active | inhibition, % at 10 µM; in the data active means inhibition above about 50%
aDG glyco act – activators of alpha-DG glycosylation, primary screen, uHTS, Pro5-aDG cells, AlphaScreen; activation, % at 10 µM; alpha-DG glycosylation AlphaScreen (IIH6); 0% Pro5, 100% B10-LARGE cell signal; 360,000 tested, 0.22% active; AID 624168, 2012;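 active means activation of at least 8% versus controls, or a plate z-score of at least 8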;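 further: Pro5 are CHO cells carrying HIG-tagged alpha-DG that lacks glycosylation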
Active calls of the source: *; / = not tested or not shown.

SMILES	Shn3 inh set2	NR2E3 ag-1	KKLEB cytotox	HIF-2a block	NR2E3 ag-2	Peg3 prom inh	iPSC survival up	MITF TRPM1 inh	CF NFkB block	TWEAK-Fn14 inh	aDG glyco act
CSCC[C@H](NC(=O)N1CCn2c1nc1ccccc12)C(=O)N1CCCCC1	8.7	2.3	15.1	20.5	4.5	14.8	-0.3	-0.1	8.0	2.9	0.0
CC(=O)Nc1cccc(NC(=O)CSc2nnnn2C(C)C)c1	5.4	-3.8	10.2	2.1	-3.6	6.0	-2.3	-13.0	-2.7	-4.9	0.0
COc1ccc(NS(=O)(=O)c2cc(NC(=O)CCc3ccccc3)ccc2N2CCOCC2)cc1	23.3	/	1.1	11.6	-35.6	5.6	-1.4	-7.0	-4.2	-8.7	-0.1
Cn1cc(S(=O)(=O)N2CCCC2)cc1C(=O)NCc1ccc(F)cc1	-13.7	-0.8	1.9	8.6	18.9	4.8	-1.0	/	-17.7	-7.6	0.0
Cc1cc(CNC(=O)CC2C(=O)NCCN2CC(c2ccccc2)c2ccccc2)on1 (centres undefined)	3.6	3.4	14.9	1.8	-23.0	-2.3	2.2	5.9	-1.2	-3.5	-0.4
O=C(O)[C@H]1CCCN1C(=O)c1ccccc1N1C(=O)[C@@H]2Cc3c([nH]c4ccccc34)C(c3cccc(Cl)c3)N2C1=O (some centres undefined)	-11.7	0.0	0.8	-9.3	1.3	-10.6	-2.0	29.0	-17.4	2.4	6.4
CC(C)OC(=O)c1ccc(N2CCN(c3ccc(F)cc3)CC2)nc1	25.4	2.1	-3.5	-7.9	-20.2	-15.5	0.9	10.3	12.1	34.9	0.0
COCCCNCCOCCOc1ccccc1-c1ccccc1	1.9	-0.3	9.6	1.6	-5.6	25.4	-0.8	4.0	-8.4	1.7	0.4
CCOC(=O)N1CCN(C(=S)Nc2ccc(C)cc2)CC1	16.6	1.3	4.1	-4.4	-0.3	-12.1	-1.2	-14.0	-18.2	0.4	0.0
CCOc1cccc(C(=O)NC(=S)Nc2cccc(C)c2)c1	-23.4	1.1	-0.7	-216.4	-71.3	-428.9	-1.3	-28.9	5.6	-2.0	-0.3
O=C(NCc1csc(-c2cccs2)n1)Nc1ccc(F)cc1F	14.0	0.1	-10.7	-62.3	5.7	-17.7	-0.3	-5.2	-3.7	-23.0	-0.1
Cc1cc(Nc2c(C)cccc2C)n2nc(C)nc2n1	6.0	2.4	-5.5	16.7	-29.1	8.9	3.3	1.7	7.9	10.2	0.1
C=CCOc1c(Br)cc(/C=C(\C#N)C(N)=O)cc1OC	-9.5	0.9	-1.8	21.8	0.4	1.7	0.2	-4.2	0.3	0.3	-0.1
Cc1c(C(=O)N(Cc2cccc(Br)c2)C2CCS(=O)(=O)C2)oc2ccccc12 (centres undefined)	86.4*	-0.7	-9.9	24.3	-18.1	24.6	0.1	27.8	-9.3	13.5	-0.1
CC1=NN(C(=O)c2nn(C)cc2Br)C(O)(C(F)(F)F)C1 (centres undefined)	7.4	2.7	4.8	1.9	-46.1	11.8	3.0	4.6	-3.4	-10.3	-0.1
COc1ccc(C(NC(=O)C2CCN(CCCc3ccccc3)CC2)c2ccccn2)cc1 (centres undefined)	-36.4	/	-7.8	0.6	-19.6	-1.9	-1.8	/	-5.5	3.9	-0.3
CCOC(=O)CCCCCC(=O)Nc1ccc2c(c1)C(=O)N([C@@H](C)CO)C[C@@H](C)[C@H](CN(C)S(=O)(=O)c1cccs1)OCCCC[C@H](C)O2	-4.8	/	-14.5	-10.1	18.9	4.8	7.3	/	-13.0	-10.6	-0.1
CCc1ccc(N2CC(C(=O)Nc3nnc(CC)s3)CC2=O)cc1 (centres undefined)	2.5	0.1	5.1	-13.0	-10.1	5.6	0.0	-2.3	-3.9	-12.2	-0.2
CCN1C(=O)/C(=C2\C=Cc3cc(C)ccc3N2CC)OC1=S	-19.1	-2.3	1.3	-60.2	-38.5	-44.0	0.9	-4.3	-0.8	-17.0	-0.4
O=C(CCC(C(=O)O)N1C(=O)c2ccccc2C1=O)Nc1ccccc1 (centres undefined)	76.6	/	10.9	11.8	2.0	25.8	-1.6	1.2	-6.4	11.3	0.0
O=[N+]([O-])c1ccccc1OCC(O)CN1CCN(CC(O)COc2ccccc2[N+](=O)[O-])CC1 (centres undefined)	0.1	3.3	4.7	7.2	-12.3	16.7	-0.4	-8.2	-4.5	2.3	0.1
COc1ccc(-c2nc(N)ncc2-c2csc(C)n2)c(O)c1	23.3	0.4	-12.0	14.3	7.2	3.8	1.0	10.2	-7.4	-64.3	0.0
O=C1[C@H]2[C@@H](c3ccccc3)N[C@]3(CCCN(Cc4ccco4)C3=O)[C@H]2C(=O)N1Cc1ccccc1	-1.6	/	-5.9	6.1	-1.8	-5.4	-0.9	/	-4.1	9.5	0.1
COc1ccccc1CN(C)C(=O)c1cccc(S(=O)(=O)N2CCc3ccccc3C2)c1	11.0	-1.6	-7.5	8.5	19.1	39.1	0.0	-8.1	-17.4	12.5	0.2

Single records, from the list above. Values in the order: Shn3 inh set2, NR2E3 ag-1, KKLEB cytotox, HIF-2a block, NR2E3 ag-2, Peg3 prom inh, iPSC survival up, MITF TRPM1 inh, CF NFkB block, TWEAK-Fn14 inh, aDG glyco act
O=C(CCC(C(=O)O)N1C(=O)c2ccccc2C1=O)Nc1ccccc1 (centres undefined) in the list: 76.6, /, 10.9, 11.8, 2.0, 25.8, -1.6, 1.2, -6.4, 11.3, 0.0
CCc1ccc(N2CC(C(=O)Nc3nnc(CC)s3)CC2=O)cc1 (centres undefined) in the list: 2.5, 0.1, 5.1, -13.0, -10.1, 5.6, 0.0, -2.3, -3.9, -12.2, -0.2
COc1ccc(C(NC(=O)C2CCN(CCCc3ccccc3)CC2)c2ccccn2)cc1 (centres undefined) in the list: -36.4, /, -7.8, 0.6, -19.6, -1.9, -1.8, /, -5.5, 3.9, -0.3
C=CCOc1c(Br)cc(/C=C(\C#N)C(N)=O)cc1OC in the list: -9.5, 0.9, -1.8, 21.8, 0.4, 1.7, 0.2, -4.2, 0.3, 0.3, -0.1

Carrying on.
SMILES	Shn3 inh set2	NR2E3 ag-1	KKLEB cytotox	HIF-2a block	NR2E3 ag-2	Peg3 prom inh	iPSC survival up	MITF TRPM1 inh	CF NFkB block	TWEAK-Fn14 inh	aDG glyco act
CC1(C)O[C@@H]2[C@H](O1)[C@@H](COS(=O)(=O)O)O[C@H]2n1c(=S)[nH]c2c(=O)[nH]c(N)nc21	-4.9	0.2	-11.1	14.1	-4.7	-49.7	-1.1	-4.4	-12.2	10.1	-0.1
O=S1(=O)CC(O)C(NCc2ccco2)C1 (centres undefined)	-1.7	0.8	6.7	20.0	1.9	12.0	0.1	4.2	14.0	-11.7	0.1
COc1cc(C(=O)NNC2=NC(C)(C)Cc3cc(C)c(C)cc32)cc(OC)c1OC	8.6	-2.1	6.6	13.3	-22.8	19.2	1.3	17.7	-5.2	-12.5	-0.1
O=C1c2ccccc2C(Nc2ccc(S(=O)(=O)N3CCCCCC3)cc2)N1c1ccccn1 (centres undefined)	14.1	0.4	-7.3	-10.0	-15.4	-2.6	-1.8	-7.1	20.0	-19.0	-0.2
CN(/N=C/c1ccc2c(c1)OCO2)c1ccccc1	-162.6	2.0	11.0	-295.3	-68.4	-324.0	-1.3	-122.6	-13.0	-17.4	-0.2
CO/N=C/c1c(C(=O)OC)nn(-c2ccccc2)c1Cl	-8.5	-5.5	-9.1	13.1	-14.9	4.4	2.2	8.7	13.9	-1.9	-0.1
CCOC(=O)C1CCCCN1C(=O)CCn1nnnc1CN1CCOCC1 (centres undefined)	-25.5	2.1	-1.3	6.9	-2.1	3.0	-0.2	-6.6	-6.1	11.5	0.1
COc1cc(/C=N/Nc2ccc(Cl)c(C(=O)O)c2)ccc1OC(=O)c1cccs1	-51.9	4.0	-1.0	10.2	-43.7	-10.1	-0.3	15.0	-1.5	1.9	-0.2
O=C(NCCSCc1ccccc1)c1ccc(F)cc1	0.8	-0.2	-6.3	8.5	-9.7	13.7	1.6	-2.8	14.9	-15.4	-0.1
Cn1c(O)c(N=NC(=O)CNC(=O)c2ccco2)c2ccccc21	3.0	1.1	6.6	8.9	-10.9	-3.8	0.0	2.5	-3.5	-17.1	0.0
COc1ccc(CN(C(=O)c2oc3cc(C)ccc3c2C)C2CCS(=O)(=O)C2)cc1OC (centres undefined)	3.0	4.4	-5.5	7.5	-33.4	5.2	-3.6	2.2	-15.8	-1.7	-0.2
Brc1cccc(C2CC(c3ccccc3)n3nnnc3N2)c1 (centres undefined)	5.5	-2.8	-3.8	27.0	-27.7	18.9	-1.5	19.7	14.0	6.2	0.1
CCN(c1ccccc1)S(=O)(=O)c1cc(C(=O)NCc2ccco2)ccc1C	10.0	4.0	-5.6	-13.8	16.8	10.9	0.7	-5.2	37.7	20.7	0.3
Cc1ccccc1NC(=O)CSc1ccc(-c2ccccn2)nn1	5.2	0.1	-2.8	-15.5	-12.7	-5.0	-0.6	-2.8	6.5	-3.1	0.3
CCOC(=O)C1CCCN(C(=O)c2cc(C)n(C(C)(C)C)n2)CC1 (centres undefined)	-9.0	/	-13.5	13.4	-9.0	-1.0	1.0	/	-10.6	-21.6	-0.1
Cc1cc(OCCCC(=O)NNC(=O)c2ccncc2)ccc1Cl	-16.9	-1.9	10.1	5.8	-21.7	14.8	-0.5	13.2	10.1	-1.0	-0.4
Nc1nc(Nc2ccccc2F)nc(NCc2ccccc2)c1[N+](=O)[O-]	11.5	3.3	-10.1	9.1	-17.7	30.7	0.0	2.5	11.2	1.1	-0.2
CC(CNS(=O)(=O)c1ccccc1)Sc1nncn1C (centres undefined)	5.4	-2.7	-0.2	11.7	-33.5	22.1	-0.1	-4.5	-2.6	-12.1	0.4
CCOc1ccccc1NC(=O)c1ccc2c(c1)C(=O)N(CC(C)C)C2=O	-0.1	2.0	1.6	9.9	-6.7	-3.5	-0.2	0.2	2.1	-17.4	0.0
CCOC(=O)N1CCN(C2=C(NS(=O)(=O)c3ccc(C)cc3)C(=O)c3ccccc3C2=O)CC1	23.0	-9.1	6.9	-5.1	-4.8	23.3	-0.5	55.7	53.6*	-15.2	3.1
O=C(CSCc1ccc(Cl)cc1)Nc1ccc(Br)cc1C(=O)O	-9.7	2.0	-3.7	5.3	1.5	10.8	-0.5	-3.8	9.9	18.6	-0.1

High-throughput results (PubChem BioAssay)

Random draw from the library. Share with any hit: about 4.4%.
